N370S GC: qHTS Assay for Inhibitors and Activators of N370S glucocerebrosidase as a Potential Chaperone Treatment of Gaucher Disease; Lysosomal acid glucosylceramidase (Homo sapiens), P04062; N370S GC spleen homogenate, 4MU-glucoside fluorescence; Potency, µM (highest dose often 59.4 µM), inactives show at the top dose activity change, negative = inhibition, hits mostly inhibitors; hit rate 0.092% among 330,000;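 further: 0% = full enzyme activity and -100% = no enzyme basal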
FEN1 inh: qHTS Assay for the Inhibitors of Human Flap endonuclease 1 (FEN1). P39748. hit rate 0.35% among 390,000. AID 588795, 2011. Potency, µM (titrated, usually from 114 µM), for inactives: at the top dose activity change, negative = inhibition, hits mostly inhibitors. Recombinant FEN1 flap cleavage, fluorescence, 15 min; further: nearly all actives have a fitted effect of over 65% in size
Target sequence (P39748 whole entry, looked up): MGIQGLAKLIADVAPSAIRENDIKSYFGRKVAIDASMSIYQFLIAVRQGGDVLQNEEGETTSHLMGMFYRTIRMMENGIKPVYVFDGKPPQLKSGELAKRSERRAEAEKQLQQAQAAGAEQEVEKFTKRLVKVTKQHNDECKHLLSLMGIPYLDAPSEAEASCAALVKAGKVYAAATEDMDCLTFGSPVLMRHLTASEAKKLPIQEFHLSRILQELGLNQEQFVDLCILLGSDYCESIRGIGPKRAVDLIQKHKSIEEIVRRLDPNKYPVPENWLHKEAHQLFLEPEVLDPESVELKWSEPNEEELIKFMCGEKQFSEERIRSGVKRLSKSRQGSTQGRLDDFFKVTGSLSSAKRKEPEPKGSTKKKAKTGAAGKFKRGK
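Quantitative HTS format: each compound was titrated, incubated with 10 nM nuclease for 15 min at room temperature, then challenged with flap substrate at 50 nM final. Signal change over 15 min gave concentration–effect curves.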
TDP1 block: qHTS Assay for Inhibitors of Tyrosyl-DNA Phosphodiesterase (TDP1). AID 485290, 2010. hit rate 0.28% among 350,000. recombinant TDP1, AlphaScreen DNA substrate cleavage. Potency, µM (doses to about 130 µM), for inactives: top-dose activity change, negative = inhibition, most hits filed as inhibitors; further: nearly all actives have a fitted effect of over 40% in size
Target sequence (Q9NUW8 whole entry, looked up): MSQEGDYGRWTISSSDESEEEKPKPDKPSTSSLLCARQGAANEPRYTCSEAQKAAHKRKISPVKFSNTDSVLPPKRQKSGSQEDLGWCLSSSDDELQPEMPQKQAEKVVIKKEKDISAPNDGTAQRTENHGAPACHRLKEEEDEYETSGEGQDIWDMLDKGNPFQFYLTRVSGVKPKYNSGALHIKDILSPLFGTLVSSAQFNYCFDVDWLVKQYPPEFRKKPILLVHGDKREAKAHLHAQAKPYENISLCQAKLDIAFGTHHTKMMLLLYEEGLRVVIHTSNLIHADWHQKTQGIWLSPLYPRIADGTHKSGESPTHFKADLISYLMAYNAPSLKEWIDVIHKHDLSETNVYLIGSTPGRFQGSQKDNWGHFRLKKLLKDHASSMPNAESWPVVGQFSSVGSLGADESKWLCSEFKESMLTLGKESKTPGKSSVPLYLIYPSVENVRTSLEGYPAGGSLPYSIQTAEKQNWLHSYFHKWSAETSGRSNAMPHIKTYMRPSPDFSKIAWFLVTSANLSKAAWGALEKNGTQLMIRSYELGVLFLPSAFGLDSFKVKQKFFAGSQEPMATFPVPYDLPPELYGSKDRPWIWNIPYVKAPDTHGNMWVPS
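Tdp1 1 nM final; 15 min RT w/ cpd; substrate 15 nM, 5 min; beads 10 ug/ml, 10 min; AlphaScreen read. Neg ctrl: no enzyme.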
* = called active by the depositor; ? = inconclusive; nt = no result given; & = joins results of further samples; ! = repeats disagree; [ ] = dose if it differs, or a comment. The call rests on the fitted dose curve; in most records, active means well fitted curve in the direction sought with a large enough effect; inconclusive means small, poorly fitted or top-dose-only effect, or another doubt; inactive means no such curve, though single readings can be large; an effect the other way counts as inactive or inconclusive. Unless noted, on the % scale 0 is the no-effect control and ±100 the full control effect; potency means the concentration at half of the fitted maximal effect.

Order of results – N370S GC, FEN1 inh, TDP1 block
- CC(OC(=O)c1ccc(Br)c(S(=O)(=O)N2CCOCC2)c1)C(=O)NC1CCCCC1C (stereo not given)
    -17%, -4%, -7%
- CCN(CC)c1ccc(C(=O)Nc2ccc3nc(N(CC)CC)cc(C)c3c2)cc1
    nt, -11%, 0%
- O=C(COC(=O)c1cccnc1Nc1cccc(C(F)(F)F)c1)NCc1ccc2c(c1)OCO2
    7%, -1%, 4%
- O=C(NC1CC1)c1cc(=S)[nH]c2ccccc12
    nt, 10%, 1%
- COc1ccccc1C(CNC(=O)c1cccc(S(=O)(=O)NCc2ccccc2)c1)N(C)C (stereo not given)
    2%, -4%, 2%
- CCCCCOC(=O)CSc1ncnc2c1sc1nc(N3CCOCC3)c3c(c12)CCCC3
    nt, 1%, -2%
- COc1cccc(-c2cc(C(=O)N3CCN(Cc4ccccc4)CC3)no2)c1
    0%, -28%, 7%
- Cc1ccc(C)c(CNS(=O)(=O)c2ccc3c(c2)C(C)(C)C(=O)N3C)c1
    2%, -4%&-1%, 1%&3%
- Cc1ccc(SCc2cc(=O)[nH]c(Nc3nc(C)c4ccc(C)cc4n3)n2)cc1
    7%, -7%, 4%
- CCCC(=O)OC1(C(=O)CO)CCC2C3CCC4=CC(=O)CCC4(C)C3C(O)CC21C (stereo not given)
    0%, nt, 6%
- COc1ccc(CCNCC(=O)Nc2ccc(C)c(S(=O)(=O)N(C)C)c2)cc1
    -14%, 0%, -14%
- Cc1ccc(S(=O)(=O)NN2C(=O)/C(=C/c3ccc(F)cc3)SC2=S)cc1
    1%, 3%, 5%
- O=C(c1cnsn1)N1CCCC(Nc2ccc(F)c(F)c2)C1 (stereo not given)
    -1%, 21%, 1%
- CCOC(=O)c1ccc(NC(=S)Nc2cccc(N)n2)cc1
    17%, 0%, 6%
- CCCN1CCC(NC(=O)C2CCCCC2C(=O)O)CC1 (stereo not given)
    -13%, -1%, 4%[56.1 µM]
- O=C1COc2ccc(S(=O)(=O)Nc3ccc(OC(F)(F)F)cc3)cc2N1
    -6%, 13%, 4%
- Cc1ccc(Sc2ccc(N3CCC(C(=O)Nc4ccc(C)c(F)c4)CC3)nn2)cc1
    nt, -6%, 1%
- CC(=O)NC(CC(=O)NC1CCCc2ccccc21)c1ccccc1 (stereo not given)
    -5%, -2%, 2%
- COc1ccc(C2CC(c3ccc([N+](=O)[O-])cc3)=NN2C(C)=O)cc1 (stereo not given)
    -20%, 3%, nt
- C/C(=N\NC(=O)c1ccc(Cl)c(Cl)c1)c1cccc(NC(=O)C(C)C)c1
    8%, 1%, 2%

(list continues)
Order of results – N370S GC, FEN1 inh, TDP1 block
- C[C@H](NC(=O)Cc1ccccc1)C(=O)N1CCC2(CC1)NCCc1[nH]cnc12
    3%, -5%, 0%
- CCC(C)NCc1ccc(C(=O)OC)o1 (stereo not given)
    0%, -2%, 1%
- NC(=O)CC[C@@H]1NC(=O)[C@H](CO)NC(=O)c2cc([N+](=O)[O-])cc(I)c2OCC[C@@H](C(N)=O)NC1=O
    21%, -4%, -1%
- COc1cc([C@@H]2CC(=O)c3c(O)cc(O)cc3O2)ccc1O
    -5%, nt, 1%
- CCn1c(=O)c2cc(C(=O)Nc3cc(C)on3)sc2c2ccccc21
    -14%, 3%, 8%
- COC(=O)c1ccc(NC(=O)Cn2nc(SC)n(N)c2=S)cc1
    -1%, 2%, 0%
- CCCn1c(C2CCCN2c2nc(-c3cccc(Br)c3)cs2)nc2cc(Cl)c(Cl)cc21 (stereo not given)
    -10%, -6%, nt
- O=C(COc1ccccc1Cl)NNC(=O)c1ccc2nc[nH]c2c1
    5%, -1%, -3%
- CC(=O)Oc1cc2c(C(=O)NCCCN3CCOCC3)c(C)oc2c2ccccc12
    -23%, 2%, 6%
- O=[N+]([O-])c1cc2c(cc1CN1CCN(c3ccc(F)cc3)CC1)OCO2
    -8%, -6%, nt
- CCC(Sc1nc(-c2ccccc2)c(-c2ccccc2)[nH]1)C(=O)O (stereo not given)
    3%, -18%, nt
- COc1ccccc1C(=O)COC(=O)c1ccccc1O
    16%, -15%, 3%
- CCOC(=O)c1sc(NC(=O)c2ccc(S(=O)(=O)N3CCCCCC3)cc2)nc1-c1ccccc1
    3%, 8%, 0%
- O=C(O)c1cccc(S(=O)(=O)N2CC=C(c3ccccc3)CC2)c1
    nt, 17%, 2%
- COc1ccc2c(Cl)c(-c3nnc(SCC(=O)c4ccccc4)n3C)sc2c1
    9%, 13%, 89µM*
- CCOC(=O)c1[nH]c(C)c(CCC(=O)NCc2ccccc2C)c1C
    nt, 13%, 11%
- COc1ccccc1Cc1nc2ccccc2nc1SCC(=O)N1CCc2ccccc21
    nt, -6%, 5%
- CN(CCC#N)C(=O)COC(=O)c1ccc(CNS(=O)(=O)c2ccc(F)c(Cl)c2)cc1
    5%, -4%, -6%
- O=C(COC(=O)c1ccccc1O)NCCC1=CCCCC1
    13%, -6%, 4%
- COc1ccc(S(=O)(=O)N(C)C[C@H]2Oc3c(NS(=O)(=O)c4ccc(F)cc4)cccc3C(=O)N([C@H](C)CO)C[C@@H]2C)cc1
    nt, 8%, 4%

Carrying on:
Order of results – N370S GC, FEN1 inh, TDP1 block
- COc1ccccc1C(=O)N1CCN(Cc2cn[nH]c2-c2ccc(F)cc2F)CC1
    1%, -8%, 7%
- O=C(C1=C(O)C(=O)N(c2ncccn2)C1c1ccc(F)cc1)c1ccco1 (stereo not given)
    -12%, -2%, nt
- Cc1cnc(NC(=O)c2cccc(S(=O)(=O)N3CC(C)OC(C)C3)c2)s1 (stereo not given)
    12%, 15%, 3%
- Nc1nc(=O)n(C2OC(CO)C(O)C2O)cc1Cl (stereo not given)
    15%, nt, 12%[56.1 µM]
- COc1ccc(NC(=O)N2CCN(C(=O)Nc3ccc(OC)cc3)CC2)cc1
    2%, 1%, 6%
- O=C(/C=C/c1ccco1)N(Cc1cccc(Br)c1)C1CCS(=O)(=O)C1 (stereo not given)
    -21%, -3%, 0%
- O=C(Oc1cccc(-n2cnnn2)c1)c1sc2ccccc2c1Cl
    11%, -2%, 0%
- O=C(Nc1cccc(S(=O)(=O)N2CCCCC2)c1)c1ccc2ccccc2n1
    1%, -3%, -3%
- O=C(c1ccccc1F)N1CCN(S(=O)(=O)c2ccc3ccccc3c2)CC1
    -21%, 7%, 10%
- CCNS(=O)(=O)c1cc(-c2nnc(OC)c3ccccc23)ccc1C
    ?, 21%, nt
- Brc1ccc(-c2noc(-c3ccccc3)n2)o1
    14%, -12%&-7%, -5%
- CN(c1ccc(OCC(=O)NC2CCC(O)CC2)cc1)S(=O)(=O)c1ccc(Cl)cc1 (stereo not given)
    nt, 10%, 0%
- COc1cc(OC)cc(-c2c(-c3cccs3)c3cc(-c4ccc(OC)cc4F)ccc3n2C)c1
    nt, -13%, 2%
- O=C(O)CC1CCCc2ccccc2C1O (stereo not given)
    4%, nt, 11%[56.1 µM]
- CC1CC(C)CN(C(=O)CCNC(=O)c2ccccc2Cl)C1 (stereo not given)
    6%, -7%, -5%
- CCc1ccc2c(c1)cc(CN(C(=S)Nc1ccccc1)C1CC1)c1nnnn12
    12%, 9%, 8%
- COc1ccc(CCN(C)CC(O)c2ccccc2)cc1OC (stereo not given)
    -4%, -1%, -5%
- Fc1cc(F)cc(NC(=S)N2CCC(c3ccccc3)C2)c1 (stereo not given)
    10%, 4%, -2%
- COc1cc(C(=O)NNC(=O)c2ccc(NC(=O)C(C)(C)C)cc2)cc(OC)c1OC
    -5%, -1%, -2%
- COc1cc(OC)c2c(c1)C(=O)OC2OC (stereo not given)
    4%, 18%, nt

Single records (already shown). Values in the order: N370S GC | FEN1 inh | TDP1 block
O=C(Oc1cccc(-n2cnnn2)c1)c1sc2ccccc2c1Cl across the screens: 11% | -2% | 0%
O=C(c1ccccc1F)N1CCN(S(=O)(=O)c2ccc3ccccc3c2)CC1 across the screens: -21% | 7% | 10%
COc1ccccc1C(=O)N1CCN(Cc2cn[nH]c2-c2ccc(F)cc2F)CC1 across the screens: 1% | -8% | 7%

Next part.
Order of results – N370S GC, FEN1 inh, TDP1 block
- O=C(O)c1cc2cc(F)ccc2[nH]1
    5%&6%&-1%&0%, 2%, 89µM*!
- O=C(N/N=C/c1cc(Br)ccc1O)c1cccc(N2CCCC2=O)c1
    8%, 11%, 0%
- C=CCn1c(CCNC(=O)c2ccco2)nc2ccccc21
    2%, -4%, nt
- CCn1nc(CC(=O)Nc2ccc(-n3cnnn3)c(C)c2)c2ccccc2c1=O
    -2%, -2%, 0%
- Fc1ccc(C(c2nnc(-c3ccccc3)o2)N2CCN(c3ccccc3)CC2)c(Cl)c1 (stereo not given)
    nt, -13%, 11%
- COc1ccc(C(=O)c2ccc(-c3ccc(OC)cc3)nc2)cc1
    -3%, 22%, nt
- NS(=O)(=O)c1ccc(NC(=O)C2Cc3ccccc3N2C(=O)c2ccccc2)cc1 (stereo not given)
    nt, -6%, -1%
- CCSCc1nnc(SCC(=O)Nc2cccc(C(C)=O)c2)n1C
    -14%, -1%, 5%
- COc1cc(C(=O)NNC(=O)Cc2ccc(S(=O)(=O)N3CCOCC3)s2)cc(OC)c1OC
    -5%, 0%, 3%
- Fc1ccc(-c2nnc3ccc(N4CCCC4)nn23)cc1
    6%, -7%, 3%
- CCN(C(=O)Cn1nc(Cc2cccnc2)c2ccccc2c1=O)c1ccccc1F
    nt, 20%, 6%
- COc1ccc(C(=O)NCc2ccc(C)cc2)cc1S(=O)(=O)N1CCCc2ccccc21
    -2%, 11%, 9%
- Cc1c(CC(=O)O)c(=O)oc2c(C)c(OCc3ccc(F)cc3F)ccc12
    2%, -20%, nt
- CCCCOc1ccc(C2CC(=O)NC2=O)cc1 (stereo not given)
    15%, 8%, 7%
- CCN(Cc1ccccc1)C(=O)CSc1nc(C)cc2c1C(=O)OC2
    8%, 1%, 4%
- CCn1c(CC(=O)Nc2ccc(Cl)cc2)nnc1SCC(=O)N1CCOCC1
    -10%, 3%, 0%
- CCOC(=O)c1c(C2CC2)csc1NC(C)=O
    -8%, -13%, -2%
- c1ccc(-c2nccc(-c3ccc(-n4cnc5ccccc54)cc3)n2)nc1
    -18%, -10%, 2%
- S=C(NCC1CCCO1)N1CCN(Cc2ccccc2)CC1 (stereo not given)
    6%, 3%, nt
- O=C1C=CC(=O)c2c(O)c(Cl)c(Cl)c(O)c21
    17%, nt, -3%

Next part
Order of results – N370S GC, FEN1 inh, TDP1 block
- COCCN(C(=O)COC(=O)c1ccccc1Cc1ccccc1)c1c(N)n(Cc2ccccc2)c(=O)[nH]c1=O
    -6%, -7%, nt
- Cc1ccc(Cn2c(C)c(CNCc3ccc(OC(C)C)cc3)c(C(=O)O)c2C)cc1
    nt, 5%, 8%
- O=c1cc(-c2ccccc2)[nH]c2ccc(F)cc12
    -5%[136 µM], -6%, 4%[234 µM]
- COc1cc(OC)c(N(C)S(=O)(=O)c2cccc(C(=O)OCc3c(C)noc3C)c2)cc1Cl
    2%, -6%, 3%
- Cc1cccc(C)c1OCC(=O)Nn1c(=O)[nH]c2ccccc2c1=O
    ?, -11%, -3%
- CCC(CC)C(=O)Nc1c(C(=O)N2CCN(c3ccccc3)CC2)oc2ccccc12
    -3%, 25%&4%, 5%&9%
- CC(C)(C)OC(=O)N1CCC[C@H]1c1nnc(SCC(=O)Nc2ccc(Br)cc2)o1
    -1%, 2%, 3%
- NC1=NCc2ccccc21
    0%, 1%, 2%
- COc1cccc(N(CC(=O)Nc2cccc(F)c2)S(C)(=O)=O)c1
    -19%[2.35 µM], 1%, 1%
- Cc1cc(=O)n2nc(N3CCCC(C(=O)NCc4ccc(F)cc4)C3)sc2n1 (stereo not given)
    1%, -9%, 6%
- CCOC(=O)c1c(OCCO)nn(-c2ccccc2)c1N
    4%, 4%, 6%
- Cc1cc(Nc2ccc(F)cc2C)n2ncnc2n1
    1%, -12%, 2%
- Cc1cccc(NC(=O)Cn2cc(C(=O)C3CCCCC3)c3ccccc32)c1C
    nt, -15%, 1%
- O=C(CN(CC1CCCO1)C(=O)CNS(=O)(=O)c1ccc(F)cc1)NCC1CCCO1 (stereo not given)
    -10%, -1%, nt
- CCOC(=O)NC(=O)CSc1ccc2ccccc2n1
    -11%, -15%, 5%
- O=C(Nc1ccc(O)cc1)c1ccccc1OCc1ccccc1
    ?, -15%, 3%
- O=C1c2ccccc2C2(c3cc(C(F)(F)F)cc(C(F)(F)F)c3)NCCN12 (stereo not given)
    -20%, -14%, nt

Six records picked at random from those above, as already listed:
Order of results – N370S GC, FEN1 inh, TDP1 block
- Cc1cc(Nc2ccc(F)cc2C)n2ncnc2n1
    1%, -12%, 2%
- COc1cc(OC)c(N(C)S(=O)(=O)c2cccc(C(=O)OCc3c(C)noc3C)c2)cc1Cl
    2%, -6%, 3%
- O=C1c2ccccc2C2(c3cc(C(F)(F)F)cc(C(F)(F)F)c3)NCCN12 (stereo not given)
    -20%, -14%, nt
- Cc1cccc(C)c1OCC(=O)Nn1c(=O)[nH]c2ccccc2c1=O
    ?, -11%, -3%
- CCOC(=O)NC(=O)CSc1ccc2ccccc2n1
    -11%, -15%, 5%
- CCC(CC)C(=O)Nc1c(C(=O)N2CCN(c3ccccc3)CC2)oc2ccccc12
    -3%, 25%&4%, 5%&9%
